# RORgamma inh: ROR gamma (mouse) transcription inhibition | P51450 | Drosophila S2 Gal4-RORgamma UAS-luciferase reporter, 20 h | Potency, µM (doses to about 53.6 µM), inactives show at the top dose activity change, negative = inhibition, most hits filed as inhibitors | actives 5.4% (n = 310,000) | AID 2551; note: potency is the fitted concentration of half-maximal effect; % is set by controls: 0 for no effect and ±100 for the full control effect; nearly all actives have a fitted effect of over 60% in size
#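 Luciferase reporter read in Schneider cells carrying Gal4-RORγ (mouse) and UAS-Photinus luciferase; cells given compound 1 h before 700 uM copper sulfate induction, then incubated 20 h at ambient temperature.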
# FLuc modulator: firefly luciferase modulation, counter-screen for miR-21 project; P08659; purified FLuc, Km substrates, luminescence inhibition; Potency, µM (highest dose often 57.5 µM), without a hit: at the highest dose activity change, negative = inhibition, hits mostly inhibitors; actives 6.9% (n = 360,000); AID 588342;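 note: potency is the fitted concentration of half-maximal effect; plate controls were vehicle for no effect and reference inhibitor for full effect; nearly all actives have a fitted effect of over 55% in size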
# Target sequence (P08659 whole entry, looked up): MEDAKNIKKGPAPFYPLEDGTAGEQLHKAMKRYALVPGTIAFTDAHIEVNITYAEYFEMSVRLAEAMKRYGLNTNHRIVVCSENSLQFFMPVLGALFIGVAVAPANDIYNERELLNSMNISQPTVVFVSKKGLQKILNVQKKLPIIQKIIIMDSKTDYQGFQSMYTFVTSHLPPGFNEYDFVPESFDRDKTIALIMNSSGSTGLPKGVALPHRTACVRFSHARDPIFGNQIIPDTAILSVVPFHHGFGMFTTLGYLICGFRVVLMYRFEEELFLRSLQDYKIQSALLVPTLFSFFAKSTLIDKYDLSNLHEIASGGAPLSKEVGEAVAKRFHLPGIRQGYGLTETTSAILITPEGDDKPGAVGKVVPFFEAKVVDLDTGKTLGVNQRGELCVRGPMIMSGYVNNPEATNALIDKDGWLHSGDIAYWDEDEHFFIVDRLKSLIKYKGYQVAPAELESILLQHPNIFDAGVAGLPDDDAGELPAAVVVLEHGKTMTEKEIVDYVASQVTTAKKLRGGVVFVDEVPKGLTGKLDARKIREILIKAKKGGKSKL
#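 Purified P. pyralis luciferase, 10 nM final, with Km-level 10 uM D-luciferin and 10 uM ATP in 50 mM Tris acetate pH 7.5, 10 mM Mg acetate, 0.01% Tween-20, 0.05% BSA; 6-point qHTS titration about 60 µM downward; luminescence read.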
# p53 reactivator: restores transcriptional activity of mutant p53. Potency, µM (highest dose often 92.2 µM), inactives show top-dose activity change, positive = activation, usual class: activators. H1299 p53-A138V BP100-luciferase reporter, luminescence, 24 h. actives 0.063% (n = 320,000); note: potency is the fitted concentration of half-maximal effect; % of control where 0% means no effect; nearly all actives have a fitted effect of over 45% in size
#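 p53-null H1299 cells stably carrying temperature-sensitive p53-A138V and a BP100-luciferase reporter were pinned with compounds (4-point, 1:5 series) and held 24 hrs at 37 deg C. Luminescence was read 10 min after detection reagent.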
# TRPV1 agonist: human TRPV1 agonism | Q8NER1 | TRPV1-expressing cells, Fluo-8 calcium influx, agonist mode | activation, % at 8.33 µM | actives 0.19% (n = 320,000) | AID 540275; in the data active = activation above about 80%; inconclusive = between about 30% and that limit; note: 0% is about no effect
#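 Fluo-8 calcium influx in TRPV1-expressing cells, kinetic read (ex 480/em 520 nm). Compound added and read 3 min for agonist activity, followed by capsaicin at EC20 final and 2 min further read for enhancement.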
# Rab9 promoter act: Rab9 promoter activation; Potency, µM (highest dose often 9.22 µM), without a hit: at the top dose activation, negative = inhibition, most hits filed as activators; actives 2.8% (n = 320,000); AID 485297; Huh7 Rab9 promoter-luciferase reporter, luminescence, 24 h; note: potency is the fitted concentration of half-maximal effect; % of control where 0% means no effect; nearly all actives have a fitted effect of over 60% in size
#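 Stable Rab9-luc Huh7, 1500 cells/well, 2 h settle; cmpd in DMSO, 24 h, 37 °C/5% CO2; luciferase reagent 10 min RT; luminescence.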
# BRCA1 expr act: activators of BRCA1 expression; MCF7-BRCA1-FFLuc reporter, luminescence, 48 h; response scale: scaled: vehicle 0%, 10 µM genistein 100%; Potency, µM (doses to about 46.1 µM), inactives show at the highest dose activation, usual class: activators; actives 1.1% (n = 380,000); note: potency is the fitted concentration of half-maximal effect; nearly all actives have a fitted effect of over 80% in size; some results filed as inactive show a strong effect at the top dose
#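 Cells: MCF7-BRCA1-FFLuc, 2000/well. Exposure: 48 h, 37 °C, 5% CO2. Read: luminescence, 15 min post-substrate. Controls: genistein 10 microM (maximal activation), DMSO (neutral).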
# Tb PFK block: T. brucei PFK enzyme inhibition | O15648 | T. brucei PFK, ADP-Glo luminescence | Potency, µM (highest dose often 57.5 µM), for the others: at the highest dose activity, negative = inhibition, most hits filed as inhibitors | actives 0.17% (n = 330,000);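 note: potency is the fitted concentration of half-maximal effect; 0% = uninhibited 1x PFK enzyme wells and -100% = no-enzyme wells; nearly all actives have a fitted effect of over 60% in size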
# Target sequence (O15648 whole entry, looked up): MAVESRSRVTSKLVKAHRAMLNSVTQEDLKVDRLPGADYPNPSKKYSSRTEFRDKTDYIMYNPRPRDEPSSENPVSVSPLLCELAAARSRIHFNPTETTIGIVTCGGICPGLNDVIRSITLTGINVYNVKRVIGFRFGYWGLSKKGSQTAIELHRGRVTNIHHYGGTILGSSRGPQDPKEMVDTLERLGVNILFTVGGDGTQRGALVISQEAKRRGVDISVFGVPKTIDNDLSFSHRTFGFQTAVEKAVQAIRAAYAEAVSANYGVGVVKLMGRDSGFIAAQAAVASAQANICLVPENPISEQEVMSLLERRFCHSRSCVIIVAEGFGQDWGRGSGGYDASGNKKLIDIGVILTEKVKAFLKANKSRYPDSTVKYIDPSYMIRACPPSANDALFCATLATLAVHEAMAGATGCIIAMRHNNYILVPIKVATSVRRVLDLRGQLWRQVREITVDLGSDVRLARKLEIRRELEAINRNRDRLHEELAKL
#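 PFK 1.25 nM, F6P 0.5 mM, ATP 0.1 mM, 0.1 M TEA pH 8.0, 5 mM MgCl2, 0.01% Tween20, 0.1% BSA; 45 min RT. ADP-Glo readout. qHTS titration up to 57 uM; curves fitted, compounds curve-classed.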
# ELG1 DNA repair: inhibitors of ELG1-dependent DNA repair in HEK293T cells; actives 2.3% (n = 330,000); HEK293T ELG1-luciferase reporter, luminescence, 16 h; DNA damage induced by 5-fluorouridine; Potency, µM (top dose mostly 46.1 µM), inactives show top-dose activity change, negative = inhibition, usual class: inhibitors; AID 504467; note: potency is the fitted concentration of half-maximal effect; % is set by controls: 0 for no effect and ±100 for the full control effect; nearly all actives have a fitted effect of over 55% in size
#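 Reporter activity after DNA damage by 5-fluorouridine is monitored. Compound-treated cells incubate 16 hr at 37 °C, then ONE-Glo is added for 30 min before luminescence reading.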
# NPC1 prom act: activates the NPC1 promoter; Huh7 NPC1 promoter luciferase reporter, 24 h; Potency, µM (top dose mostly 9.22 µM), for the others: at the top dose activation, usual class: activators; actives 2.4% (n = 320,000); AID 485313;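 note: potency is the fitted concentration of half-maximal effect; % of control where 0% means no effect; nearly all actives have a fitted effect of over 60% in size; reporter is driven by a mutant NPC1 promoter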
#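 Stably transfected Huh7 (NPC1 promoter→luciferase), 1500 cells/well in Opti-MEM + 10% FBS, 2 h settle, then compound 24 h at 37 °C. Luminescence after 10 min with Amplite reagent.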
# Gal4-VP16 FLuc: Gal4-VP16 reporter inhibition counter-screen | actives 3.5% (n = 310,000) | Potency, µM (series often up to 53.6 µM), without a hit: top-dose activity, negative = inhibition, actives largely listed as inhibitors | AID 2546 | Drosophila S2 Gal4-VP16 UAS-luciferase, luminescence, 20 h;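 note: Gal4-VP16 expression switched on by copper sulfate through the metallothionein promoter; potency is the fitted concentration of half-maximal effect; % is set by controls: 0 for no effect and ±100 for the full control effect; nearly all actives have a fitted effect of over 50% in size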
# ELG1 genotoxic: induces genotoxicity in HEK293T cells with luciferase-tagged ELG1; HEK293T ELG1-luciferase reporter, luminescence, 16 h; Potency, µM (doses to about 46 µM), inactives show at the highest dose activity change, positive = activation, usual class: activators; actives 1.3% (n = 330,000); AID 504466; note: potency is the fitted concentration of half-maximal effect; % of control where 0% means no effect; nearly all actives have a fitted effect of over 60% in size
#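 Screening used a luciferase reporter fused to human ELG1 in HEK293T cells. Luminescence was read on a CCD plate imager after 16 hr exposure and 30 min ONE-Glo incubation.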
# * hit, by the source's call; ? = inconclusive; nt = no result given; & = joins results of further samples; [ ] = dose if it differs, or a comment. Unless noted, calls come from the whole dose curve; as a rule, active = well fitted curve in the direction sought with a large enough effect; inconclusive = small, poorly fitted or top-dose-only effect, or another doubt; inactive = no such curve, though single readings can be large; an effect the other way counts as inactive or inconclusive.
# Below each SMILES: RORgamma inh, FLuc modulator, p53 reactivator, TRPV1 agonist, Rab9 promoter act, BRCA1 expr act, Tb PFK block, ELG1 DNA repair, NPC1 prom act, Gal4-VP16 FLuc, ELG1 genotoxic
> Cc1ccc(N2C(=O)C3CCC(C)(C2=O)C3(C)C)cc1 (stereo not given)
→ -1.8%, 0.5%, 2.3%, -0.8, -9.5%, -0.4%, -1.9%, 0.0%, 1.1%, -9.4%, 2.1%
> CCc1ccc(NC(=O)C2CCCN(S(=O)(=O)c3ccc4c(c3)CCCN4C(C)=O)C2)cc1 (stereo not given)
→ ?, -0.1%&-10.0%, -9.4%, -4.1, -1.7%, -25.0%, -0.8%, -21.6%, -4.2%, -1.4%, -4.8%
> COc1ccccc1-c1nn2c(C3COc4ccccc4O3)nnc2s1 (stereo not given)
→ -17.0%, ?, -2.9%, 14.8, 0.5%, 12.0%[1.84 µM], -3.1%, 11.8%, -2.9%, -2.1%, -4.6%
> CC(OC(=O)CN1C(=O)NC2(CCCC2)C1=O)C(=O)c1ccc(C(C)(C)C)cc1 (stereo not given)
→ nt, -21.5%, 7.7%, ?, 4.3%, -17.8%, 14.1%, 5.9%, 0.0%, nt, 0.0%
> COC(=O)C1CCN(C(=O)C2CCC(=O)N(CCCc3ccccc3)C2)CC1 (stereo not given)
→ 2.9%, 0.2%, 1.9%, 3.2, -4.2%, -2.3%, -4.5%, 14.2%, -3.6%, -3.3%, -0.5%
> Cc1cc(C)n2ncc(C(=O)NCc3ccccc3)c2n1
→ 9.4%, -0.5%, -0.5%, 6.0, -3.7%, 0.0%, 0.1%, 3.9%, -1.6%, -2.9%, 15.0%
> CC(C)C(NS(=O)(=O)c1cccc2nsnc12)C(=O)NCCC1=CCCCC1 (stereo not given)
→ 0.9%, 0.7%, -2.3%, 1.4, 0.7%, 15.6%, -1.9%, -3.1%, -0.2%, 0.7%, -2.2%
> CC(=O)Nc1cccc(-c2csc(Nc3ccccn3)n2)c1
→ 24.2%, 1.51µM*, 7.0%, nt, 1.12µM*, ?, -0.4%, ?, 1.26µM*, ?, ?
> Cc1ccc(C)c(/C=C(\C(=O)O)c2ccc(S(=O)(=O)N3CCCCC3)s2)c1
→ 26.9%, ?, -0.7%, 2.6, 1.2%, -10.9%, -12.0%, ?, -2.4%, 5.6%, 0.1%
> CCNC(=O)/C(C#N)=C/c1c(N2CCN(c3ccccc3)CC2)nc2c(C)cccn2c1=O
→ ?, 1.1%, -5.3%, 9.3, -2.0%[1.84 µM], -53.9%, 5.2%, ?, -0.7%, -5.4%, -4.7%
> Cc1nn(C)cc1C(C(=O)NC1CCCCC1)N(Cc1ccccc1Cl)C(=O)c1cnccn1 (stereo not given)
→ -18.6%, 0.2%, 0.6%, 4.2, 2.1%, -8.6%, -2.9%, 12.2%, -2.1%, 0.6%, 0.3%
> O=C(c1cc(COc2ccc(F)cc2Cl)on1)N1CCN(C2CCCCC2)C(=O)C1
→ 7.5%, ?, -3.7%, 5.9, -5.1%, -27.0%, 1.6%, 18.3%, -2.4%, ?, -11.5%
> C=CCn1c(=O)c(C(=O)Nc2ccccc2C(=O)OCC)c(O)c2ccccc21
→ ?, 6.2%, -10.2%, -4.0, 6.6%, -55.7%, -3.5%, 10.4%, 7.9%, -10.2%, -6.1%
> CCOC(=O)c1ccc(NC(=O)COc2ccc(CNCCO)cc2OCC)cc1
→ -5.3%, 1.3%, -6.5%, -1.8, -4.4%, 0.2%, -0.4%, -2.5%, -1.0%, -8.3%, -2.1%
> Cc1cc2nccc(-c3ccco3)n2n1
→ -9.1%, 3.3%, -10.1%, -0.7, 2.1%, 31.4%, -1.5%, ?, -0.8%, 0.0%, -7.6%
> O=C(N/N=C/c1ccncc1)c1cc([N+](=O)[O-])cc([N+](=O)[O-])c1O
→ 2.0%, 26.9µM*, -4.0%, -2.0, -10.0%, 16.3%, 1.8%, 5.9%, -4.2%, -2.2%, 3.1%
> Cn1c(CO)cnc1S(=O)(=O)Cc1ccc(Cl)cc1
→ 15.5%, 0.5%, -4.1%, 3.5, 0.3%, 4.7%, -0.1%, 9.7%, 0.1%, 3.9%, 3.2%
> COc1ccc(S(=O)(=O)N2CCCOC2CNC(=O)C(=O)NCc2ccncc2)cc1 (stereo not given)
→ 2.3%, 3.9%, 4.8%, 1.3, 5.6%, -5.1%, -1.2%, 10.8%, -0.5%, -0.9%, -0.6%
> CCOc1ccc(S(=O)(=O)Nc2nc3ccccc3nc2-n2ccc(=NC(=O)c3cccs3)cc2)cc1
→ 44.3%, -1.1%, -2.5%, 5.0, 1.6%, 12.1%, 0.0%, 2.1%, 1.4%, 5.9%, 0.0%
> Cc1cnc(C(=O)Nc2ccc(C(=O)N3CCCCC3)cc2)cn1
→ -1.2%, 1.0%, 11.4%, 6.2, 5.0%, 1.0%, -1.6%, 17.6%, -5.3%, -4.5%, 0.1%
> COc1ccc(-c2cn3cc(Cl)ccc3n2)cc1OC
→ 19.3%, 7.57µM*, 14.6%, 5.1, ?, 1.2%, 1.8%, ?, 16.2%, -3.4%, ?
> CCCCC(C)n1[nH]c(=O)cc1N (stereo not given)
→ 6.3%, 0.9%, 2.2%, 0.2, -6.1%, 8.5%, 0.9%, 8.5%, 5.8%, 1.3%, -0.1%
> CC1(C)CC2CC(C)(CN2C(=O)NC(=O)c2ccccc2)C1 (stereo not given)
→ -20.2%, 4.9%, -6.4%, -8.1, 1.4%, 3.5%, -0.7%, 4.6%, -0.9%, 0.5%, -2.3%
> CCOC(=O)N1CCN(c2cc(=O)n(C)c(=O)n2C)CC1
→ 37.3%, 0.5%, 5.8%, -2.8, -1.7%, 32.8%, 1.1%, 1.3%, -0.7%, ?, -0.6%
> CC(C)CCN(C)C1CCN(C(=O)Nc2c(F)cccc2F)CC1
→ -4.1%, 0.8%, 0.1%, nt, 4.8%, 4.3%, -1.1%, 1.8%, -0.6%, 0.8%, 1.4%
> CCC(=O)N1CCc2cc(Br)cc(S(=O)(=O)N3CCCCCC3)c21
→ -13.4%, -3.5%, -11.5%, 6.2, -0.2%, -34.4%, -1.5%, -2.1%, -0.9%, -22.7%, -5.8%
> O=C(Nc1ccccc1)C1CCCN(C(=O)c2ccc(F)cc2)C1 (stereo not given)
→ nt, nt, -5.2%, 2.0, 1.4%, 3.7%, -3.6%, 3.8%, -0.5%, nt, 0.5%
> COc1cc(OC)cc(C(=O)OCC(=O)Nc2ccc3[nH]c(=O)[nH]c3c2)c1
→ nt, 5.9%, 4.4%, 4.1, 2.7%, 6.8%, -18.7%, -0.2%, 2.6%, nt, 1.1%
> CCOc1ccc(CCNC(=O)CCNC(=O)c2ccccc2Cl)cc1OCC
→ 2.9%, 3.1%, 12.4%, -3.8, -3.0%, 3.4%, 1.4%, -3.1%, -2.1%, -1.1%, -3.6%
> NC(=O)NC[C@@H]1CC[C@@H](Cc2ccc(-c3ccccc3)cc2)O1
→ nt, nt, ?, nt, nt, ?, 8.1%, ?, nt, nt, ?
> O=Cc1ccc(OC(=O)c2cc(Cl)nc3ccccc23)cc1
→ -27.8%, -0.8%, -6.8%, 0.9, 3.8%, 10.1%, 0.4%, 2.8%, -1.2%, -8.0%, 8.3%
> CC(=O)Nc1ccc(NS(=O)(=O)c2ccc3c(c2)oc(=O)n3C)cc1
→ 3.1%, -1.0%, 2.3%, -3.5, 1.3%, -20.3%, 0.7%, -5.1%, -1.5%, -7.0%, -0.3%
> CCOC(=O)c1ccc(NC(=O)COc2ccc(S(=O)(=O)NC(C)CC)cc2)cc1 (stereo not given)
→ 7.0%, -2.7%, -3.0%, 1.6, -11.2%, 11.8%, -5.7%, ?, -11.1%, -7.1%, -5.7%
> O=C(Nc1ccc2c(c1)OCCO2)c1cccc2nc3ccccc3nc12
→ -23.6%, ?, -3.2%, -1.0, -1.4%, -102.7%[inhibitor], 0.6%, ?, -2.9%, -20.1%, -4.9%
> c1ccc(Nc2ncnc3sc4c(c23)CCC4)cc1
→ -3.4%, 0.2%, 8.3%, ?, 5.8%, 1.2%, 0.7%, -0.9%, 2.0%, 7.5%, 0.5%
> Cc1ccn(-c2ccc(NC(=O)c3cccs3)cc2)n1
→ -27.9%, 3.01µM*, ?, 19.3, 0.631µM*, ?, -5.5%, ?, 0.708µM*, -9.9%, ?
> O=C(OCCN1CCN(c2ncc(C(F)(F)F)cc2Cl)CC1)c1ccc(F)cc1
→ 14.6%, -1.3%, 15.4%, nt, -1.9%, -22.6%, -0.5%, 10.0%, -3.8%, 10.5%, -1.4%
> COc1ccc(OC)c(COC(=O)c2cc([N+](=O)[O-])ccc2N2CCOCC2)c1
→ nt, nt, 1.0%, 3.5, -21.4%, -23.1%, 0.9%, ?, -23.8%, nt, -0.6%

# Assay outcomes (PubChem BioAssay)
